AddAB inh – growth inhibition of E. coli expressing H. pylori AddAB, primary screen, AddAB inhibitor project, absorbance | inhibition, % at 11.9 µM | hit rate 0.29% among 330,000; in the data active means inhibition above about 12%;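 further: 0% = vehicle wells of infected cells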
OPRM1-OPRD1 ag – agonists of OPRM1-OPRD1 heterodimerization, primary screen, cell-based, luminescence; Mu-type opioid receptor (Homo sapiens) + Delta-type opioid receptor (Homo sapiens), …; cells; activation, % at 9.3 µM; hit rate 0.3% among 340,000; in the data active means activation above about 18%;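 further: 0% = vehicle-treated cells and 100% = reference agonist; values of inactives mirror those of a sister screen read the other way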
Target sequence (P35372 whole entry, looked up): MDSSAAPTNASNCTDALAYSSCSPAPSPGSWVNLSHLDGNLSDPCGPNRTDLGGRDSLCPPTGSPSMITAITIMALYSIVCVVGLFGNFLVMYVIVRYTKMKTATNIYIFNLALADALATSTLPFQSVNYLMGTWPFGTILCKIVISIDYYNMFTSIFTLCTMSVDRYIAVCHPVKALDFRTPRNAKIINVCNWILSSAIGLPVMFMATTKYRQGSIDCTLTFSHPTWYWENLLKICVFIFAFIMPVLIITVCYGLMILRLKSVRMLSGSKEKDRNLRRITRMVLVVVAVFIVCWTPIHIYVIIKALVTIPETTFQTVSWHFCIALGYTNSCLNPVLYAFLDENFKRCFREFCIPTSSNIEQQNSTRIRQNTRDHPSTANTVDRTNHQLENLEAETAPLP
Target sequence (P41143 whole entry, looked up): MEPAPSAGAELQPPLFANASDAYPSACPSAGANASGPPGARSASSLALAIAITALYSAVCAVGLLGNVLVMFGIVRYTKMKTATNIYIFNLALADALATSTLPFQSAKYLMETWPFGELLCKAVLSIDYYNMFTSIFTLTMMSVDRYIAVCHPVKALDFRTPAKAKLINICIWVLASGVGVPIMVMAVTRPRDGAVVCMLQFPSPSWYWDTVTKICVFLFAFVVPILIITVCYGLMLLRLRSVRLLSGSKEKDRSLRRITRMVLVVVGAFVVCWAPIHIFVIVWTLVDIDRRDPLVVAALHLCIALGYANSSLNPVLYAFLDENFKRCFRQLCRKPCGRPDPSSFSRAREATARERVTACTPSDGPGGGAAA
phage Ecoli inh – growth loss of phage-infected E. coli, primary screen, RecBCD inhibitor project, absorbance, with phage, HTS; inhibition, % at 11.9 µM; hit rate 0.26% among 360,000; AID 651602, 2012; in the data active means inhibition above about 11%
HTR5A ag ctr – HTR5A agonists in luminescence cell assay, primary screen, counter-screen for OPRM1-OPRD1 heterodimer agonist project, full-deck HTS; cell-based; 5-hydroxytryptamine receptor 5A (Homo sapiens), P47898; activation, % at 9.3 µM; hit rate 0.61% among 340,000; in the data active means activation mostly above about 9.5%, no sharp cut-off; inactive means mostly below about 7.6%;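 further: 0% = cells with vehicle only and 100% = reference agonist; strong numbers were not always called active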
E coli growth – E. coli V3065 growth inhibition, primary screen, counter-screen for AddAB inhibitor project, absorbance, OD600; 18 h; inhibition, % at 11.9 µM; hit rate 0.27% among 330,000; AID 449728, 2010;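 active means inhibition above the campaign's mean inhibition across all tested compounds plus 3 SD, cut at about 9.9% in these data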;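 further: uninfected addAB+ strain grown without phage in ampicillin broth; 0% = DMSO wells and 100% = ciprofloxacin 0.95 µg/ml wells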
PKA-R1A act – activators of PKA-R1A holoenzyme, primary screen, biochemical, fluorescence polarization, Cy5-IP20, bovine R1A, mouse PKAc. cAMP-dependent protein kinase type I-alpha regulatory subunit (Bos taurus) + …. PKA-R1A dissociation; scaled: DMSO 0%, 113 µM cGMP 100%. activation, % at 11.4 µM. hit rate 0.083% among 340,000. AID 504707, 2011;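 active means percent activation above the mean of all tested compounds plus 3 SD, cut at about 19% in these data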;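 further: higher means more PKAc released from R1A so a rise in polarization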
MOR-DOR inv ag – inverse agonists of MOR-DOR heterodimerization, primary screen, cell-based, luminescence | Mu-type opioid receptor (Homo sapiens) + Delta-type opioid receptor (Homo sapiens), … | cell-based MOR-DOR heterodimer luminescence, inverse agonism | inhibition, % at 9.3 µM | hit rate 0.21% among 340,000 | AID 504357, 2011; in the data active means inhibition above about 22%, passing the limit was not always enough;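 further: 0% = cells with DMSO and 100% = wells without cells with DMSO; values of inactives mirror those of a sister screen read the other way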
DSG3 Ab inh – inhibitors of pemphigus antibody binding to DSG3, primary screen, biochemical, bead-based, flow cytometry, scFv-GFP; DSG3-coupled beads, scFv-anti-DSG3-GFP binding; stronger effect = lower value; hit rate 0.48% among 310,000; binding (percent of control), % at 10 µM;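 active means binding more than 3 SD below its plate's average and above zero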; further: some compounds called inactive have numbers as strong as hits
PfHsp90 set2 – growth inhibition of PfHsp90-expressing yeast, primary screen, antimalarial PfHsp90 inhibitor project, S. cerevisiae, BacTiter-Glo luminescence, single point, set 2; BacTiter-Glo ATP, 48 h; yeast lacking PDR1 and PDR3 efflux regulators; AID 504621, 2011; inhibition, % at 9.4 µM; hit rate 0.32% among 310,000;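 active means every replicate shows inhibition above about 80%, whatever the replicate mean, limit read from the data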;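 further: 0% = DMSO neutral controls and 100% = 20 µM radicicol positive controls; yeast relying on Plasmodium falciparum Hsp90 in place of its own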
HTR5A inv ctr – HTR5A inverse agonists in luminescence cell assay, primary screen, counter-screen for OPRM1-OPRD1 heterodimer inverse agonist project, full-deck HTS | AID 504634, 2011 | hit rate 0.083% among 340,000 | HTR5A cell line, inverse agonism | 5-hydroxytryptamine receptor 5A (Homo sapiens), P47898 | inhibition, % at 9.3 µM; in the data active means inhibition mostly above about 23%, no sharp cut-off; inactive means mostly below about 18%;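 further: 0% = cells with DMSO and 100% = no-cell wells with DMSO; some compounds called inactive have numbers as strong as hits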
Mot1-301 SUMO – yeast Mot1-301 growth rescue at high temperature, primary screen, SUMOylation pathway inhibitor project, S. cerevisiae, ATP luminescence, 38.5C; hit rate 1% among 320,000; AID 2716, 2010; S. cerevisiae Mot1-301 growth rescue; percent above DMSO median, 100 means doubled; growth rescue, % at 18.8 µM;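 active means every valid replicate shows activation above 250% relative to neutral control wells; inactive means the rest, any valid replicate at or below 250%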;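 further: OY570 slx delta 5 strain wells were the positive control but not used for scaling; some compounds called inactive have numbers as strong as hits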
The depositor's hits bear a star; x = no result given.

SMILES	AddAB inh	OPRM1-OPRD1 ag	phage Ecoli inh	HTR5A ag ctr	E coli growth	PKA-R1A act	MOR-DOR inv ag	DSG3 Ab inh	PfHsp90 set2	HTR5A inv ctr	Mot1-301 SUMO
O=C(O)C1C2CCC(C2)C1C(=O)NCCC1=CCCCC1 (centres undefined)	2.9	-1.6	1.2	4	0.3	0	8	94	13	-13	10
Cc1nnc(NC(=O)c2cccc(S(=O)(=O)N(C)c3cccc(Cl)c3)c2)s1	-1.3	-2.7	2.3	0	-7.2	-9	10	89	-4	-8	-6
O=C(c1cc2c(s1)-c1ccccc1OC2)N1CCN(c2ccccc2)CC1	4.8	-2.1	5.1	0	5.0	-15	11	94	-6	0	-9
COc1ccccc1N(CC(O)Cn1c(C)nc2ccccc21)S(=O)(=O)c1ccccc1 (centres undefined)	2.9	0.2	4.6	1	-2.3	-6	-1	102	17	-11	-6
CCCN1CCC(=O)N([C@H](CSc2ccc(C)cc2)CC(C)C)CC1	x	-2.5	-0.2	9	x	-6	14	110	9	-24	x
CC(=O)N1CCc2ccc([N+](=O)[O-])cc21	x	-4.5	1.9	-4	x	-1	22	111	21	14	x
CCOC(=O)c1sc(NC(=O)CCN2C(=O)c3ccccc3C2=O)c(C(=O)OCC)c1C	3.5	-1.7	0.8	3	0.0	2	9	95	-40	-3	1
COc1cccc(-n2ccnc2SCC(=O)Nc2nccs2)c1	0.5	-2.7	2.9	1	-2.0	-4	11	99	49	-19	2
CC(C)CN(C(=O)COC(=O)CSc1ccc(Br)cc1)C1CCS(=O)(=O)C1 (centres undefined)	x	-0.4	-1.2	-2	x	0	3	99	9	-5	x
O=C(NCC(c1ccco1)N1CCc2ccccc21)C(=O)Nc1ccccc1 (centres undefined)	2.1	1.4	2.4	3	-0.4	-14	-9	106	x	15	-7
CCCCOC(=O)n1c(=S)oc2cc(Cl)ccc21	4.6	2.2	6.7	-4	1.4	-2	-13	114	-28	18	39
CSc1ccc(/C=C2/C(=N)N3N=C(CC(=O)N4CCCC4)SC3=NC2=O)cc1	3.9	-2.1	3.2	4	0.8	-1	11	102	-15	-9	-27
O=C(NCC1CCCO1)C(=O)N/N=C\c1ccc2c(c1)OCO2 (centres undefined)	x	-1.9	1.5	1	x	-7	13	104	27	-10	6
O=C(Cn1cc[n+](CC(=O)c2ccccc2)c1)c1ccccc1	2.5	0.7	3.2	0	-0.6	-2	-4	90	1	2	-7
Cc1cc(NC(=O)C(C)C)ncc1NC(=O)CCc1ccccc1	-2.2	-2.0	2.2	-3	0.6	7	11	75	19	-41	-12
O=S(=O)(NCCC1=CCCCC1)c1ccccc1Cl	1.9	-1.3	1.4	3	-0.2	-7	7	101	16	-11	-4
CCOc1cc(S(=O)(=O)N2CCCCC2)ccc1F	-2.0	-1.8	1.3	0	-1.4	-10	10	100	-5	-23	x
O=[N+]([O-])c1cccc(COc2cccc(CO)c2)c1	x	-2.4	0.9	3	x	-3	11	96	-24	-13	x
CN1CCN(C(=S)Nc2ccc([N+](=O)[O-])cc2)CC1	1.9	-0.2	1.1	0	3.0	-9	1	104	5	2	8
Cc1cccc(C)c1NC(=O)CSc1nnc(C2CCCCC2)o1	2.4	-0.2	1.3	3	-1.9	3	2	96	0	-32	-8
CCOC(=O)c1cc(-c2ccc(F)cc2)n(CC(=O)NCc2ccccn2)c1C	-1.3	0.6	2.9	1	-1.0	-8	-4	106	-2	-2	7
N[C@@H](Cc1ccc(F)cc1)C(=O)O	x	-1.4	2.4	3	x	-10	7	102	-30	-8	x
COc1ccc(Cl)cc1NC(=O)CN(C)CC(=O)Nc1ccc2c(c1)OCO2	x	-2.8	0.2	0	x	-4	14	99	-12	4	x
O=C(CSc1n[nH]c(=O)n1C1CC1)c1ccc2c(c1)OCCO2	0.9	x	0.7	x	-2.6	x	x	102	x	x	-11
COc1ccc(NS(=O)(=O)c2cccc(C(=O)NNC(=O)CNC(=O)c3ccccc3Cl)c2)cc1	x	1.6	0.5	3	x	-1	-7	107	6	-8	x
(continued)
SMILES	AddAB inh	OPRM1-OPRD1 ag	phage Ecoli inh	HTR5A ag ctr	E coli growth	PKA-R1A act	MOR-DOR inv ag	DSG3 Ab inh	PfHsp90 set2	HTR5A inv ctr	Mot1-301 SUMO
CCCn1c(SCC(=O)Nc2cccc(Cl)c2Cl)n[nH]c1=O	0.8	0.4	-0.3	-6	0.1	1	-2	86	0	-6	7
Cc1cccc(C(=O)NNC(=O)c2c(O)c3ccccc3n(C)c2=O)c1	2.0	1.9	0.2	19*	0.4	-3	-10	102	-24	-51	226
Cc1cc(=O)n2[nH]c(-c3cccc(Cl)c3)cc2n1	2.9	-1.2	4.1	4	1.8	13	6	112	13	-16	531
O=c1cc(CSc2nnc(-c3ccco3)o2)c2ccccc2[nH]1	1.5	-1.2	2.1	1	1.0	6	6	109	x	-2	-10
COc1ccc(S(=O)(=O)N(C)c2ccc(C(=O)NCCC(C)C)cc2)cc1	-0.1	-2.1	2.5	3	-1.3	4	11	x	15	-21	8
O=C(NC(Cc1c[nH]c2ccccc12)C(=O)O)c1ccco1 (centres undefined)	3.8	-1.8	0.1	7	-1.6	-5	9	100	6	-1	-1
COC(=O)c1ccc(NC(=O)NC2CCCCC2)cc1	1.3	-0.6	3.5	0	0.4	-22	3	100	4	-7	-1
O=c1[nH]c2ccccc2c2cn(-c3ccccc3)nc12	1.0	-0.3	-1.4	-4	-1.8	-5	2	106	29	11	-23
C=CCN1C(=O)C(CC(=O)O)SC1=Nc1cccc([N+](=O)[O-])c1 (centres undefined)	1.4	-0.5	1.5	-2	-1.1	10	2	119	x	6	3
Cc1ccc(CNC(=O)c2cccc3c2C(=O)c2ccc(N4CCOCC4)cc2S3(=O)=O)cc1	1.3	-1.2	1.4	2	-0.4	-12	7	97	-15	-26	18
C=CC(=O)N1CCCC(Nc2nc(Nc3ccc(N(C)C(=O)CC)cc3C)nc3nc[nH]c23)C1 (centres undefined)	1.6	-2.2	-0.5	0	-0.9	-2	10	100	-1	-23	13
COc1ccc(CCN(C)c2ccc(S(=O)(=O)N3CCCC3)cc2[N+](=O)[O-])cc1OC	4.9	-4.4	3.9	4	-2.3	-10	20	98	-15	3	17
COc1cccc(CNC(=O)CCC2CCCN(C(=O)CCC(F)(F)F)C2)c1 (centres undefined)	-2.4	-2.9	2.5	-2	-2.3	-6	15	103	x	23	1
CCn1c(=O)cc(SCC(=O)N2CCOCC2)c2ccccc21	0.2	-2.3	3.1	0	-0.1	-2	12	97	-8	1	-3
Cc1ccccc1CNC(=O)Nc1ccc(Cl)cc1	3.5	2.6	5.4	-1	1.6	-4	-14	110	-16	-9	2
O=C(CN1C2=NCCCN2c2ccccc21)c1ccc2c(c1)OCO2	-0.1	-0.7	0.5	2	0.6	-3	4	100	0	-6	58
O=S(=O)(c1cc(Cl)ccc1Cl)N1CCN(c2ccccn2)CC1	3.3	1.3	0.7	3	-0.9	-7	-10	94	-31	-7	-4
COC(=O)N/N=C/c1ccccc1Cl	1.4	-1.6	-2.4	4	1.9	10	9	107	27	-12	-2
COc1cc2c(cc1OC)CN(S(C)(=O)=O)CC2	-0.6	-1.7	0.7	6	1.9	7	10	100	6	-18	224
C[C@@H](C(=O)NCCc1ccccc1)N1C(=O)N2CCc3c([nH]c4ccccc34)[C@@]2(C)C1=O	4.4	-1.7	0.0	3	-2.0	-12	9	102	3	11	38
CCN1CCN(C(=O)c2ccccc2N(C)S(=O)(=O)c2ccc(C)cc2)CC1	0.7	-1.4	2.4	6	0.6	6	9	96	-57	-18	17
O=C(CCn1c(=S)[nH]c2cc3c(cc2c1=O)OCO3)NCc1ccc(Cl)cc1	0.6	-2.1	0.6	-2	1.9	-6	11	x	-18	-1	4
CCC(C)Sc1nnc(-c2c[nH]c3ccccc23)n1CCOC (centres undefined)	3.4	-0.9	1.2	3	-3.5	0	5	107	-2	-33	-6
O=C(NCCCN1CCOCC1)c1cccc(S(=O)(=O)Nc2cc(Cl)ccc2Cl)c1	3.1	-1.3	2.7	-3	1.3	4	7	100	2	16	21
Cc1ccc2c(c1)CCCN2CC(=O)N(C)c1c(N)n(Cc2ccccc2)c(=O)[nH]c1=O	2.1	-2.1	2.8	0	-1.4	-7	11	126	18	1	0
The list continues:
SMILES	AddAB inh	OPRM1-OPRD1 ag	phage Ecoli inh	HTR5A ag ctr	E coli growth	PKA-R1A act	MOR-DOR inv ag	DSG3 Ab inh	PfHsp90 set2	HTR5A inv ctr	Mot1-301 SUMO
O=C(NC1(N2CCOCC2)CC1)c1ccc(Cl)cc1	-0.9	-3.2	-1.7	-1	-1.7	-2	16	87	11	2	10
Cc1nc(N2CCN(c3ccccn3)CC2)c2c(C)c(C(=O)N3CCN(c4cccc(Cl)c4)CC3)sc2n1	2.5	15	0.7	-3	2.3	-2	-96	x	9	6	107
COc1ccc(-n2c(SCC(=O)Nc3ccccc3OC)nc(O)c(Cc3ccccc3)c2=O)cc1	3.2	-2.6	0.5	2	2.3	5	14	97	6	-15	-18
Nc1nnc(N)c2ccccc12	0.9	-1.7	2.5	-2	0.9	-4	9	96	-5	7	-3
CC(C(=O)Nc1ccc(S(=O)(=O)N2CCCC2)cc1)N1CCc2ccccc2C1 (centres undefined)	1.1	-1.5	1.0	10	0.0	-11	6	x	2	-23	-10
Cc1ccc(C(=O)Cn2cncn2)cc1	2.3	-3.3	3.6	1	0.2	11	16	x	1	-3	7
COc1ccc(CCNC(=O)CN2CCN(c3ccccc3Cl)CC2)cc1	-2.0	-1.0	3.1	0	-2.2	1	6	92	-7	-7	-19
CC(=O)c1c(C)[nH]c(C(=O)OCC(=O)Nc2ccc(C)cc2[N+](=O)[O-])c1C	4.0	0.7	5.9	11	-0.1	-2	-4	84	-6	7	55
Cc1cccc(Cn2c(N3CCN(C)CC3)nc3c2c(=O)[nH]c(=O)n3C)c1	-0.2	-2.8	3.5	9	0.4	-2	15	114	6	11	-9
CN(C)Cc1c(C(=O)N/N=C/c2ccc(OCc3c(F)cccc3Cl)cc2)nnn1-c1nonc1N	4.3	4.1	0.6	2	0.4	-2	-21	x	-12	-12	-13
O=c1c2ccccc2oc2c1ccc1ccccc12	1.2	3.0	x	5	0.2	-5	-15	107	-40	-18	x
Cc1ccccc1C(=O)N1CCC(C(=O)NC2CCCCCC2)CC1	1.5	-1.8	3.6	11	-2.8	7	11	x	0	-36	-7

An unsorted share of the library. Share with any hit: about 3.2%.
